p53 reactivation: restores transcriptional activity of mutant p53; H1299 p53-A138V BP100-luciferase reporter, luminescence, 24 h; Potency, µM (doses to about 92.2 µM), for the others: at the highest dose activity change, positive = activation, actives largely listed as activators; 320,000 tested, 0.063% active; AID 504706; also: potency is read from the fitted curve at half-maximal effect; % of control where 0% means no effect; nearly all actives have a fitted effect of over 45% in size
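p53-null H1299 cells stably carrying temperature-sensitive p53-A138V and a BP100-luciferase reporter were pinned with compounds (4-point, 1:5 series) and held 24 hrs at 37 deg C. Luminescence was read 10 min after detection reagent.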
BRCA1 expr up: BRCA1 expression activation | MCF7-BRCA1-FFLuc reporter, luminescence, 48 h; response scale: scaled: vehicle 0%, 10 µM genistein 100% | Potency, µM (series often up to 46.1 µM), inactives show at the highest dose activation, hits mostly activators | 380,000 tested, 1.1% active | AID 624202; also: potency is read from the fitted curve at half-maximal effect; nearly all actives have a fitted effect of over 80% in size; some results filed as inactive show a strong effect at the top dose
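Luminescence from a BRCA1-driven firefly luciferase in MCF7 cells was the read-out, taken 15 min after substrate addition following 48 h compound exposure at 37 °C. Data were normalized to a 10 microM genistein control and DMSO vehicle.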
B2AR arrestin: agonists driving beta-arrestin recruitment to human beta2-adrenergic receptor; P07550; AID 492947; 330,000 tested, 0.02% active; Potency, µM (titrated, usually from 46.1 µM), without a hit: at the highest dose activation, usual class: activators; beta-arrestin recruitment to beta2AR, cell-based reporter;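 also: potency is read from the fitted curve at half-maximal effect; 0% = DMSO controls and full agonism = EC100 isoproterenol or metaproterenol; nearly all actives have a fitted effect of over 65% in size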
Target sequence (P07550 whole entry, looked up): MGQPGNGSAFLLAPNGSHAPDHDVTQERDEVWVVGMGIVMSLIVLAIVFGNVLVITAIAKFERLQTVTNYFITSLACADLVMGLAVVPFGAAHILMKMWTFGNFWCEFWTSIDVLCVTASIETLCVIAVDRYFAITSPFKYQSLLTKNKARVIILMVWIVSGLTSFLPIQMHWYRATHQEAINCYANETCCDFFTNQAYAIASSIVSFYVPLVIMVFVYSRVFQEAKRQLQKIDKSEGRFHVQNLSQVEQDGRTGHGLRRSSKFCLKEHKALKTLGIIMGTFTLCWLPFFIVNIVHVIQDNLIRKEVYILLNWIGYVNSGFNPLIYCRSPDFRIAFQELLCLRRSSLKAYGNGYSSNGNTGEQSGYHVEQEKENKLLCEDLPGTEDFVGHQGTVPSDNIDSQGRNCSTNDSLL
Integrin act MD: activates integrin-mediated alleviation for muscular dystrophy; Potency, µM (highest dose often 38.3 µM), for the others: top-dose activation, most hits filed as activators; 350,000 tested, 0.064% active; alpha7betagal myoblasts, beta-gal FDG fluorescence, 48 h; AID 624291;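 also: potency is read from the fitted curve at half-maximal effect; 100% = response of the positive control SU9516; nearly all actives have a fitted effect of over 60% in size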
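Alpha7betagal+/- myoblasts (passage 13) were plated 16-24 hr, then exposed to compounds (1:260 dilution of DMSO stock) for 48 hours at 37C. After MPER lysis, β-galactosidase reporter activity was read as FDG fluorescence (ex 480/em 540) after 30 minutes.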
S-ASM inh: blocks human secretory acid sphingomyelinase; P17405; placental ASM, HMU-PC fluorogenic substrate, 60 min; Potency, µM (highest dose often 57.5 µM), for the others: top-dose activity change, negative = inhibition, usual class: inhibitors; 340,000 tested, 0.006% active; AID 504937; also: potency is read from the fitted curve at half-maximal effect
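Fluorescence read-out (Ex 386 nm, Em 447 nm) after stopping the reaction at pH 10. Enzyme: ASM from human placenta; substrate HMU-PC0, 9 uM final; 60 min, 37 °C. Compound preincubation 10 min, ambient temperature.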
ELG1 genotox: inducers of genotoxicity in HEK293T ELG1-luciferase cells; AID 504466; Potency, µM (doses to about 46 µM), for the others: at the highest dose activity change, positive = activation, actives largely listed as activators; 330,000 tested, 1.3% active; HEK293T ELG1-luciferase reporter, luminescence, 16 h; also: potency is read from the fitted curve at half-maximal effect; % of control where 0% means no effect; nearly all actives have a fitted effect of over 60% in size
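Quantitative HTS format in 1536-well plates. HEK293T ELG1-luciferase reporter cells receive test compound and are incubated 16 hr at 37 °C, 5% CO2; ONE-Glo added, 30 min room temperature, then luminescence read.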
USP2a block: blocks human ubiquitin-specific protease USP2a; USP2 core, Ub-CHOP2 coupled fluorogenic reporter, 485/531; O75604; Potency, µM (series often up to 38.3 µM), without a hit: top-dose activity change, negative = inhibition, actives largely listed as inhibitors; 330,000 tested, 0.01% active;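 also: potency is read from the fitted curve at half-maximal effect; plate controls were DMSO wells for no effect and full inhibition by NEM control for full effect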
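Deubiquitinase activity read as fluorescence (485/531 nm) after Ub-CHOP2 cleavage activates the enterokinase reporter on its substrate; USP2 core 10nM, Ub-CHOP2 and substrate 25nM each, 30min compound preincubation then 60min RT; data normalized to NEM, curves fitted.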
TRPV1 agonist: activates the human vanilloid receptor TRPV1; Q8NER1; TRPV1-expressing cells, Fluo-8 calcium influx, agonist mode; activation, % at 8.33 µM; 320,000 tested, 0.19% active; in the data active = activation above about 80%; inconclusive = between about 30% and that limit; also: 0% is about no effect
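TRPV1-expressing cells were cultured overnight at 35.5C and loaded with Fluo-8 calcium dye for 40 to 90 min at room temperature. After a 10 s baseline, compound was added and calcium influx was read kinetically for 3 min (ex 480/em 520 nm).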
Eya2 phos inh: inhibitors of human Eya2 phosphatase activity; recombinant Eya2, OMFP fluorescence dephosphorylation (OMFP is methylfluorescein phosphate); Potency, µM (highest dose often 76.9 µM), for inactives: at the top dose activity, negative = inhibition, usual class: inhibitors; 330,000 tested, 0.006% active; also: potency is read from the fitted curve at half-maximal effect; % is scaled to controls: 0 for no effect and ±100 for the full control effect
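Eya2 (0.2 uM) preincubated 10 min at ambient with compound, then OMFP substrate added at 50 uM; 10 min reaction in 50 mM HEPES pH 7.5, 50 mM NaCl, 5 uM MgCl2, 0.05% BSA, 1 mM DTT. Fluorescence read at Ex 485/Em 525 nm.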
PTAP TSG101 blk: blocks PTAP/TSG101 interaction to inhibit HIV-1 budding; Q99816; Fluorescence polarization, FITC-PTAP peptide / Tsg101 binding; Potency, µM (series often up to 115 µM), for the others: top-dose activity change, negative = inhibition, most hits filed as inhibitors; 340,000 tested, under 10 active; AID 493005; active = well fitted inhibition curve with a large enough effect in the main read-out, with a control signal flat, not every such curve was filed as active; inconclusive = small, poorly fitted or top-dose-only effect, or effect the other way, or a change in a side signal; inactive = no such curve, though single readings can be large or run the other way; also: potency is read from the fitted curve at half-maximal effect; % of control where 0% means no effect
Target sequence (Q99816 whole entry, looked up): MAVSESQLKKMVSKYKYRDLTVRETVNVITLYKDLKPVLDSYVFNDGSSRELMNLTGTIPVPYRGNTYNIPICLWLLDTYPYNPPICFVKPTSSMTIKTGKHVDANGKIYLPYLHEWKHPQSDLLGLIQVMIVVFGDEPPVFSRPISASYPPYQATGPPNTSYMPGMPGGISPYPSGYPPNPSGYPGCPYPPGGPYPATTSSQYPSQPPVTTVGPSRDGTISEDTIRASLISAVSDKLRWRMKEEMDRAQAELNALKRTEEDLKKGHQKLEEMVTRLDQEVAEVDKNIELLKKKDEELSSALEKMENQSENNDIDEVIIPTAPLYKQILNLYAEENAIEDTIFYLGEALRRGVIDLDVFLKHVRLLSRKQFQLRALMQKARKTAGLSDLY
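Tsg101 binding domain (10 uM final) was mixed with compound and a FITC-labeled PTAP peptide (50 nM final) in HEPES pH 7.5 buffer with NaCl, Tween 20, EDTA and TCEP; fluorescence polarization was read after 20 min at r.t.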
uPA generation: inhibitors of cell surface uPA generation. AID 540303. Potency, µM (highest dose often 38.3 µM), for the others: top-dose activity change, negative = inhibition, usual class: inhibitors. cell surface uPA generation assay, qHTS. 330,000 tested, 0.31% active; active = well fitted inhibition curve with a large enough effect; inconclusive = small, poorly fitted or top-dose-only effect; inactive = no such curve, though single readings can be large or run the other way; tested in mouse RAW 264.7 cells; also: potency is read from the fitted curve at half-maximal effect; % is scaled to controls: 0 for no effect and ±100 for the full control effect; nearly all actives have a fitted effect of over 55% in size
Starred values were filed as active, the others as inactive; ? = inconclusive; nt = no result given; [ ] = another dose, or the depositor's remark. Unless noted, calls follow the shape of the dose curve; as a rule, active = well fitted curve in the direction sought with a large enough effect; inconclusive = small, poorly fitted or top-dose-only effect, or another doubt; inactive = no such curve, though single readings can be large; an effect the other way counts as inactive or inconclusive.

SMILES	p53 reactivation	BRCA1 expr up	B2AR arrestin	Integrin act MD	S-ASM inh	ELG1 genotox	USP2a block	TRPV1 agonist	Eya2 phos inh	PTAP TSG101 blk	uPA generation
COc1ccc(CNC(=O)C(c2ccc(C)cc2)N(Cc2cccs2)C(=O)c2ccc3c(c2)OCCO3)cc1 (stereo not drawn)	-5%	-84%[inhibitor]	0.3%	6%	5%	-3%	-1%	19	4%	-4%	3%
Cc1cc(NC(=O)CCC(=O)N(CC(=O)NC2CCCC2)c2ccc3c(c2)OCCO3)no1	2%	-9%	0.3%	4%	5%	8%	2%	-3	-8%	-3%	-1%
C#CCOCCOCCOCCNc1nc(N2CCN(C(=O)[C@H](C)n3cc(CCC(=O)O)nn3)CC2)nc(N2CCN(C(=O)[C@H](C)n3cc(CCC(=O)O)nn3)CC2)n1	nt	4%	nt	0%	4%	nt	nt	nt	nt	-7%	3%
Cc1cc(C)nc(SCc2csc(N)n2)n1	19%	31%	-0.5%	7%	0%	1%	1%	-2	2%	-2%	2%
CC(=O)Nc1nc(C2COc3ccccc3O2)cs1 (stereo not drawn)	2%	?	0.1%	5%	2%	0.65µM*	-1%	9	-2%	-3%	-9%
CN1C[C@@H]2[C@@H]3C(=O)N(Cc4ccccc4)C(=O)[C@@H]3[C@](Cc3ccccc3)(C1=O)N2C(=O)c1ccc(C(F)(F)F)cc1	nt	-18%	nt	-8%	-1%	nt	nt	nt	nt	-9%	4%
O=S1(=O)CCOC[C@H](Cc2ccccc2)N1Cc1ccc(F)cc1	nt	0%	nt	11%	-5%	nt	nt	nt	nt	-7%	6%
COc1ccccc1NC(=O)COC(=O)C1CC(=O)N(c2ccc3c(c2)OCCO3)C1 (stereo not drawn)	7%	11%	-0.4%	-4%	7%	2%	5%	nt	9%	-1%	12%
Cc1ccccc1C1NC(c2ccccc2C)C([N+](=O)[O-])C(C)(C)C1[N+](=O)[O-] (stereo not drawn)	0%	-50%	-0.2%	19%	-1%	-10%	0%	4	5%	-4%	0%
COCCn1c(=O)[nH]c2cc(C(=O)N3CCN(c4cccc(C(F)(F)F)c4)CC3)ccc2c1=O	-2%	-22%	-0.2%	-7%	1%	-18%	0%	-2	3%	-6%	0%
CC(=O)C[C@@H](O)CC(=O)[C@H]1OC(=O)[C@@H](C)C/C=C\Cc2ccccc21	0%	2%	-2.0%	-7%	3%	2%	0%	nt	-18%	-2%	1%
CCOc1ccc(/C=N/OCC(=O)NC(c2ccccc2)c2ccccc2)cc1	-6%	-88%	11%	-43%	-13%	-7%	0%	0	-10%	-4%	5%
CCn1ccnc1CN1CCc2c([nH]c3ccccc23)C1CC(C)C (stereo not drawn)	-1%	-26%	-0.6%	?	10%	-6%	0%	13	1%	1%	14%
c1coc(Cn2c(SCc3nc4ccccc4[nH]3)nnc2-c2cnccn2)c1	-9%	-30%	0.1%	11%	13%	-10%	2%	3	6%	-5%	-1%
CCOc1ccc(C(=O)NCC(=O)OCC(=O)N2CCCCC2)cc1	6%	3%	-0.5%	-2%	1%	13%	5%	-1	8%	-6%	-1%
CCCN(CCC)S(=O)(=O)c1ccc(C)cc1	6%	2%	-0.2%	nt	0%	1%	-1%	11	-3%	-1%	-24%
COc1ccc(OC)c(NC(=S)NCc2ccccc2OC)c1	-4%	-17%	0.1%	35%	1%	-8%	-1%	6	5%	-1%	1%
Cc1oc2nc(SCCCC(=O)NCCO)nc(N)c2c1C	5%	-17%	0.4%	-14%	1%	-13%	4%	2	7%	2%	0%
CCN(CC)S(=O)(=O)c1cc(C)ccc1SC	-2%	11%	-0.2%	17%	2%	-5%	2%	2	6%	-1%	-1%
Cc1csc2nc(CSc3nc4ccccc4o3)cn12	?	22%	13%	11%	-2%	?	0%	-1	0%	-6%	2%
CCC1(c2ccccc2)NC(=O)N(CC#N)C1=O (stereo not drawn)	-1%	-11%	0.1%	-16%	0%	-4%	3%	-2	7%	-3%	2%
CSc1nc(N)nc(SCC(=O)c2ccc(C)cc2)c1C#N	16%	2%	-1.2%	19%	6%	1%	1%	6	-12%	0%	7%
COc1ccc(CCNC(=O)Cc2ccc3c(c2)OCO3)cc1OC	-7%	7%	-1.8%	28%	4%	0%	2%	-6	3%	-2%	-7%
C=CCSC1=C(C#N)C(c2cccc(OC)c2)CC(=O)N1 (stereo not drawn)	0%	7%	0.0%	2%	2%	-7%	2%	1	-13%	0%	1%
Cc1ccnc2nc(C(=O)OCC(=O)N(CC(C)C)C3CCS(=O)(=O)C3)nn12 (stereo not drawn)	2%	2%	-0.1%	-34%	3%	-1%	-1%	3	3%	-3%	7%
COC1CCN(Cc2c(C(=O)N3CCc4ccccc4C3)nc3ccc(Cl)cn23)CC1	27%	-15%	-0.1%	4%	0%	6%	1%	5	18%	-2%	3%
COc1cccc(NC(=O)CSc2ccc3nnc(CCNC(=O)c4ccccc4)n3n2)c1	-6%	-1%	0.1%	22%	3%	-3%	3%	-3	10%	-2%	3%
Cc1cc(CNC(=O)C2(C(F)(F)F)C/C(=C\Cc3ccccc3)CCCO2)nn1C (stereo not drawn)	nt	5%	nt	-12%	5%	nt	nt	nt	nt	0%	10%
O=C(OCc1ccc([N+](=O)[O-])cc1)c1ccc(N2CCCC2)c([N+](=O)[O-])c1	0%	1%	-0.8%	-1%	-1%	10%	3%	4	3%	0%	-1%
O=C(NN=Cc1ccccc1Cl)c1cccc2ccccc12	nt	-23%	nt	14%	-3%	nt	nt	nt	nt	-1%	5%
NC1=NC(=O)C2(COC(c3cccc([N+](=O)[O-])c3)OC2)S1 (stereo not drawn)	-4%	4%	-0.2%	8%	-3%	-1%	0%	2	1%	-2%	0%
CCOc1ccc(NC(=O)c2ccccc2NC(=O)c2cccnc2)cc1	nt	-1%	-0.2%	-10%	-2%	-2%	0%	8	2%	-5%	2%
COc1ccc(Cl)cc1NS(=O)(=O)c1ccc2c(c1)NC(=O)CCS2	-11%	-28%	-0.4%	-15%	-3%	-4%	2%	27	0%	-5%	7%
COc1ccc(C(=O)c2c(-c3ccc(OC)cc3)oc3ccccc23)cc1	1%	-1%	0.3%	?	9%	0%	-4%	24	-14%	-1%	-10%
Cc1c(O)ccoc1=O	4%	-15%	0.3%	27%	-2%	1%	0%	2	-7%	0%	3%
Cc1[nH]c2ccccc2c1/C=N/NC(=O)CNC(=O)c1ccccc1	-6%	-1%	-0.5%	6%	-3%	-3%	3%	-2	-3%	0%	-3%
CSc1ccc(S(=O)(=O)NCC(=O)OCC(=O)N2CCCC2=O)cc1[N+](=O)[O-]	-14%	-29%	-0.5%	-8%	0%	0%	-1%	2	29%	-2%	-3%
NS(=O)(=O)c1ccc(CCNCc2cc(Cl)ccc2OCc2ccccc2)cc1	nt	-27%	0.3%	-32%[inhibitor]	-3%	-3%	-2%	9	-8%	-2%	-7%
Cc1ccc(OCC(=O)NCCN2CCCC2)cc1	-10%	9%	0.4%	12%	6%	1%	2%	2	6%	-7%	-1%
CCOC(=O)C1CCN(Cc2ccc(F)c(F)c2)CC1	-3%	16%	-0.2%	-3%	3%	-3%	8%	-3	-17%	-10%	-3%
Cc1[nH]n(C2=NCCS2)c(=O)c1N=Nc1cccc(C(F)(F)F)c1	-3%	-44%	0.0%	-28%	-11%	18%	2%	5	1%	-5%	?
O=C(NC1CCCc2ccccc21)c1ccc(Br)cc1 (stereo not drawn)	23%	-32%	-0.7%	12%	0%	0%	0%	19	-1%	-4%	-5%
Nc1nc2n(n1)C(=O)CC(c1ccc(Cl)cc1)N2 (stereo not drawn)	-1%	4%	0.3%	24%	0%	-2%	0%	10	5%	-7%	21%
Cc1ccc(COc2ccccc2-c2cc(C(=O)N/N=C/c3cccnc3)[nH]n2)cc1	-1%	-96%[inhibitor]	1.9%	-31%	-15%	-15%	7%	9	-2%	-4%	4%
CC(C)(C)n1nnnc1C(c1cccs1)N(Cc1cccnc1)Cc1ccccc1Cl (stereo not drawn)	-9%	-62%	-0.1%	-50%[inhibitor]	2%	14%	-9%	?	-29%	-5%	0%
CN(C)c1nc(SCCOC(=O)COc2ccc(Cl)cc2Cl)nc(N(C)C)n1	-11%	10%	-0.4%	-16%	-4%	-1%	1%	4	-24%	-10%	2%

No enrichment for hits; about 2.6% have a hit in one of these screens.
